Screening results deposited in PubChem BioAssay by Broad Institute.
BL2 CD40 inh: CD40 pathway inhibition in BL2 cells; BL2 NF-kB luciferase reporter, CD40L-induced, 4 h; inhibition, % at 10 µM; 83,000 tested, 0.94% active;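 active = mean inhibition of at least 50% with a set share of replicates also reaching that level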;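 also: 0% = neutral control wells and 100% = IKK inhibitor VII at 50 µM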
* hit, by the source's call; & = joins results of further samples; [ ] = dose if it differs, or a comment. Only part of the results is shown; the hit share may differ from the screen's.

SMILES	BL2 CD40 inh
CSc1ccc(C(=O)C2CCCN(Cc3cccnc3)C2)cc1 (centres undefined)	-4
Cc1cc(C)c2c(c1)-c1cc(C)nn1C(c1cccnc1)N2 (centres undefined)	7
COc1cccc(CN2CC3(C2)[C@H](c2ccccc2)[C@H](CO)N3C(=O)Cc2ccccc2)c1	12[25 µM]
C[N+]1(C)CCc2cc3c(cc2[C@H]1[C@@H]1OC(=O)c2c1ccc1c2OCO1)OCO3	2&3
CC(=O)C1CCC2(O)C3CCC4=CC(=O)CCC4(C)C3CCC12C (centres undefined)	5
Cc1ccc(OC(=O)N(C)C[C@H]2OCc3ccccc3-c3c(n(C)c4ccccc34)C(=O)N([C@H](C)CO)C[C@H]2C)cc1	38[25 µM]
O=C1C2(c3ccccc3)CN3CN(C2)CC1(c1ccccc1)C3	7
CN1C[C@H](CO)C[C@@H]2c3cccc4[nH]cc(c34)C[C@H]21	10
O=C(NC1(C(F)(F)F)Oc2ccc(Cl)cc2O1)N1CCC2(CC1)OCCO2 (centres undefined)	14
c1ccc2cc(C3N4CCCN34)ccc2c1 (centres undefined)	-4
CC(=O)OC1(c2ccccc2)CCN(C)CC1(C)C (centres undefined)	7
CC1([N+](=O)[O-])COP(=O)(NCc2cccnc2)OC1 (centres undefined)	3
CNCC(C)c1ccccc1 (centres undefined)	7
O=C(c1csc2c1CCCCC2)N1CCC2(CC1)OCCO2	5
CCN(CC)CCOC1CCC2(C)C(=CCC3C4CCC(=O)C4(C)CCC32)C1 (centres undefined)	-11[25 µM]
C/C(O)=C(\C#N)C(=O)Nc1cc(Br)ccc1Br	14
CCCNC(=O)Cn1cnc2sc(C(=O)N3CCC4(CC3)OCCO4)c(C)c2c1=O	2
COc1ccccc1N1CCN(Cc2cnc(-c3ccccc3)[nH]2)CC1	7
CN(C)CC#Cc1ccc([C@@H]2[C@@H](CO)N3CCCCN(C(=O)Cc4ccccn4)C[C@H]23)cc1	-5[25 µM]
CN(C)c1ccc([N+](=O)[O-])c([N+](=O)[O-])c1	-7
CC12CCC3C(CCC4(O)CC(O)CCC34C=NO)C1(O)CCC2C1=COC(=O)C1 (centres undefined)	56*
CC(C)Cc1[nH]c(=O)c(C#N)c2c1CCC2	0
C[C@H](CO)N1C[C@H](C)[C@H](CN(C)C(=O)Oc2ccccc2)OCc2cnnn2CCCC1=O	-2
CCCCn1c(C)c(C(=O)OCC)c2c(CN3CCOCC3)c(O)ccc21	14
O=S1(=O)CCN(CCc2c[nH]c3ccccc23)CC1	5
O=C(Cc1cccnc1)N1CCCCN2[C@H](CO)[C@@H](c3ccc(C#CC4(O)CCCC4)cc3)[C@@H]2C1	-2[25 µM]
C[C@]12CCCCC1=CC(=O)C1C2CC[C@@]2(C)C1C[C@@H](F)[C@@H]2O (some centres undefined)	16
CC1(C)NCCN2C(=O)CSC21 (centres undefined)	10
CN1C(=O)C(=Cc2ccc(OCCN(C)c3ccccn3)cc2)C(=O)N(C)C1=O	13
C/C=C/c1ccc([C@H]2[C@H](CO)N3CCCCN(C(=O)Cc4cccnc4)C[C@@H]23)cc1	-5[25 µM]

Random excerpt: 2 compounds from above, in no set order.
SMILES	BL2 CD40 inh
CC(=O)C1CCC2(O)C3CCC4=CC(=O)CCC4(C)C3CCC12C (centres undefined)	5
O=S1(=O)CCN(CCc2c[nH]c3ccccc23)CC1	5

(listing goes on)
SMILES	BL2 CD40 inh
CN1CCN(c2ccc([N+](=O)[O-])c(N3CCCCC3)c2)CC1	20
Cc1cc(C(=O)NP(=O)(N2CCOCC2)N2CCOCC2)c(C)n1C1CC1	3
O=C1CCC2(O)C3Cc4ccc(O)c5c4C2(CCN3Cc2ccoc2)C1O5 (centres undefined)	-17
O=C1CC(C(=O)N2CCC3(CC2)OCCO3)CN1CCc1ccccc1 (centres undefined)	8
Nc1ccc(Cc2ccc(N)cc2)cc1	-13
CCN1CCN(c2nc3ccccc3s2)CC1	-66
O=C(COc1ccc2ccccc2c1)N1CCN(Cc2ccncc2)CC1	-6
CN(C)C(=O)Oc1ccc([N+](=O)[O-])cc1	5
O=C(c1ccc2c(c1)N(Cc1ccccc1)CCS2)N1CCC2(CC1)OCCO2	9
Cc1ccc2c(c1)C1(CCN(CCc3nc(-c4ccccc4)oc3C)CC1)OC(=O)N2	27[25 µM]

A section from the list above, as a working copy:
SMILES	BL2 CD40 inh
CN(C)c1ccc([N+](=O)[O-])c([N+](=O)[O-])c1	-7
CC12CCC3C(CCC4(O)CC(O)CCC34C=NO)C1(O)CCC2C1=COC(=O)C1 (centres undefined)	56*
CC(C)Cc1[nH]c(=O)c(C#N)c2c1CCC2	0
C[C@H](CO)N1C[C@H](C)[C@H](CN(C)C(=O)Oc2ccccc2)OCc2cnnn2CCCC1=O	-2
CCCCn1c(C)c(C(=O)OCC)c2c(CN3CCOCC3)c(O)ccc21	14
O=S1(=O)CCN(CCc2c[nH]c3ccccc23)CC1	5
O=C(Cc1cccnc1)N1CCCCN2[C@H](CO)[C@@H](c3ccc(C#CC4(O)CCCC4)cc3)[C@@H]2C1	-2[25 µM]
C[C@]12CCCCC1=CC(=O)C1C2CC[C@@]2(C)C1C[C@@H](F)[C@@H]2O (some centres undefined)	16
CC1(C)NCCN2C(=O)CSC21 (centres undefined)	10
CN1C(=O)C(=Cc2ccc(OCCN(C)c3ccccn3)cc2)C(=O)N(C)C1=O	13
C/C=C/c1ccc([C@H]2[C@H](CO)N3CCCCN(C(=O)Cc4cccnc4)C[C@@H]23)cc1	-5[25 µM]
CN1CCN(c2ccc([N+](=O)[O-])c(N3CCCCC3)c2)CC1	20
Cc1cc(C(=O)NP(=O)(N2CCOCC2)N2CCOCC2)c(C)n1C1CC1	3
O=C1CCC2(O)C3Cc4ccc(O)c5c4C2(CCN3Cc2ccoc2)C1O5 (centres undefined)	-17
O=C1CC(C(=O)N2CCC3(CC2)OCCO3)CN1CCc1ccccc1 (centres undefined)	8
Nc1ccc(Cc2ccc(N)cc2)cc1	-13
CCN1CCN(c2nc3ccccc3s2)CC1	-66
O=C(COc1ccc2ccccc2c1)N1CCN(Cc2ccncc2)CC1	-6
